Bioassay records as filed in PubChem.
12-LOX inh: inhibitors of human 12S-lipoxygenase ALOX12 | AID 1671190 | purified 12hLO, xylenol orange hydroperoxide absorbance | P18054 | 580,000 tested, 1.1% active | Potency, µM (highest dose often 108 µM), without a hit: at the top dose activity change, negative = inhibition, actives largely listed as inhibitors; active means well fitted inhibition curve with a large enough effect; inconclusive means small, poorly fitted or top-dose-only effect, or another doubt; inactive means no such curve, though single readings can be large or run the other way
Target sequence (P18054 whole entry, looked up): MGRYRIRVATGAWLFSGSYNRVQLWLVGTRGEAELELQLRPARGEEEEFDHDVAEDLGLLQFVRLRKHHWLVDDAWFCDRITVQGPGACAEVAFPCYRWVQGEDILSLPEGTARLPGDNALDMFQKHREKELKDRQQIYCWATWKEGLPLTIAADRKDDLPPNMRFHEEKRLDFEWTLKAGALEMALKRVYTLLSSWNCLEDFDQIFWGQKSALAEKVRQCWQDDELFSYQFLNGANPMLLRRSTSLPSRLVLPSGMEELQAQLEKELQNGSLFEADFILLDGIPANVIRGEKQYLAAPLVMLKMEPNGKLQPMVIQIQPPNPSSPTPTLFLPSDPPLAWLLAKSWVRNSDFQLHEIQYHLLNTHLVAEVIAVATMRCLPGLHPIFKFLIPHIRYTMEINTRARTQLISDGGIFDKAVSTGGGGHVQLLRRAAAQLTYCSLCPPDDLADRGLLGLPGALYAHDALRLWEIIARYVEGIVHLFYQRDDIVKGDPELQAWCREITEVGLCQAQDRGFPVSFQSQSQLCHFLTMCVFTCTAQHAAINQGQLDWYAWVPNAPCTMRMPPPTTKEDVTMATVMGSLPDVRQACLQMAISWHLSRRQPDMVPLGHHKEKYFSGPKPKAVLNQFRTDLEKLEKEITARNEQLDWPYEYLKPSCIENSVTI
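Purified human 12hLO at 150 nM in 25 mM Hepes, 0.01% Triton X-100, pH 7.0, preincubated 15 min at room temperature with compound. Reaction started with 40 uM arachidonic acid, 30 min at room temperature. Hydroperoxide measured by Fe-xylenol orange, 573/405 nm absorbance ratio.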
Numbers without * were called inactive; ? = inconclusive; & = joins results of further samples; [ ] = dose if it differs, or a comment. On the % scale 0 is the no-effect control and ±100 the full control effect; potency means the concentration at half of the fitted maximal effect.

Compound	12-LOX inh
O=C([C@@H]1CNC[C@H](C(=O)N2CCC(c3ccncn3)CC2)C1)N1CCCC1	?
COCCOc1ccc2c(n1)CCN(C(=O)c1cccc(OC)c1)C2	53%[activator]
Fc1ccc(OCCC2CCNC2)cc1 (configuration not stated)	39%[activator]
COc1cccc(C(=O)N2CCCC2c2nncn2CCN(C)C)c1C (configuration not stated)	51%
CCn1cc(S(=O)(=O)N2CC(F)(F)C[C@H]2c2nc(C)no2)cn1	14%
Cn1cccc1C(=O)N1CCCN(C(=O)C2CC2)C(c2ccccc2)CC(=O)NCC1 (configuration not stated)	14%
N[C@@H]1CCN(Cc2ccccc2OCc2ccc(Cl)cc2)C[C@H]1O	83%[activator]
O=C(CC(F)(F)F)N1CCOc2ccc(CN3CCc4ccccc4C3)cc2C1	70%[activator]
Cc1cc(N2CCN(C(=O)[C@H]3CC[C@@H](N)C3)CC2)n2ncnc2n1	?
O=C(Cc1ccc(F)cc1)N1CC(c2nnc(-c3ccncc3)o2)C2(CCOCC2)C1 (configuration not stated)	34%
Cc1cccc(CN2CCCC(O)(CN3CCNC(=O)C3(C)C)C2=O)c1 (configuration not stated)	23%
O=C(CC(F)(F)F)NCCc1noc(-c2ccccc2)n1	40%
CC(C)NC(=O)c1nnc2n1CCN(Cc1ccc(Cl)c(F)c1)C2	2%
Cc1c[nH]c(C=C2C(=O)Nc3ccccc32)c1CCC(=O)O	?
Cc1cc(C(=O)N2CC[C@@H]3CN(Cc4ccccc4)[C@@H]3C2)nn1C	26%
COCc1c(C(=O)N2CCCn3ccnc3C2C(C)C)noc1C (configuration not stated)	23%
Cc1ccc(-c2nnc(C3CN(C(=O)CC(C)(C)C)CC34CCOCC4)o2)cc1 (configuration not stated)	-1%
CCOc1ccccc1CN1CCN(C(=O)CC2CCOCC2)CC1	21%
CN(Cc1ccccc1C(F)(F)F)C1CCc2ccccc21 (configuration not stated)	94%&55%[activator][176 µM]
Cc1ccccc1N1Cc2c(NCCc3ccc(Cl)cc3)ncnc2N(C)CC1=O	?
COc1cccc(C(=O)N2C(C(=O)NC(C)C)COC23CCN(C(=O)CC(C)(C)C)CC3)c1 (configuration not stated)	61%[activator]
CCCCc1cc(C[C@H]2CNCC[C@H]2CC(=O)N(CC)CC)no1	16%[176 µM]
CN(C)[S+](=O)([O-])c1ccc2c(c1)OCCN(Cc1ccccc1Cl)C2	1%[176 µM]
COc1ccc(-c2ccc3c(n2)CNC(=O)CO3)cc1F	-12%[176 µM]
COc1cccc(CNC(=O)[C@H]2CCCN2C(=O)[C@H]2CCCN2C(=O)C2CCCCC2)c1	-13%
O=C(NCc1ccc(-c2cccc(Cl)c2)o1)[C@H]1CCC[C@@H](O)C1	34%
Cc1noc([C@@H](C)NC(=O)c2nc3ccccc3[nH]2)c1C(=O)O	33%[activator][176 µM]
COc1cc(OC)cc(C(=O)NC2CCN(c3cc(-c4ccccc4)[nH]n3)CC2)c1	17%
Cc1nc(C2CC(O)C2)cc(N2CCC(c3nncn3C)CC2)n1 (configuration not stated)	66%[activator]
O=C(c1ccc(C(F)(F)F)cc1)N1CCCC2(CNc3ccccc3[S+](=O)([O-])N2)C1 (configuration not stated)	55%[activator]
CCOC(=O)C1CCCN(C(=O)CC(c2cccc([N+](=O)[O-])c2)c2c[nH]c3c(CC)cccc23)C1 (configuration not stated)	-5%
O=C(CC1CCCN(c2cn[nH]c(=O)c2)C1)Nc1ccccc1F (configuration not stated)	59%[activator]
CCCCCC(=O)N1CC[C@@H](CC(=O)O)[C@@H](CC2=NCCc3cc(OC)ccc32)C1	-12%[176 µM]
Cc1ncsc1CN1CC[C@H]2C(=O)NCCCCCCN(Cc3ccncc3)[C@@H]2C1	147%[activator]
COc1cccc(C(=O)N2CCC(n3cc(-c4nc(-c5ccccc5)no4)nn3)CC2)c1	12%
COc1ccc(/C=C/C(=O)NCC2Cc3cccc(-c4nc(C)cnc4C)c3O2)cc1OC (configuration not stated)	17%
COC(=O)c1cccc(C(=O)NCc2nc(-c3cccc(NC(=O)c4ccoc4C)c3)oc2C)c1	0%
Cc1ccsc1-c1nc(CN2CCC(CCn3cccn3)CC2)c(C)o1	61%[activator]
CCOCc1nc(C2CCCN(C(=O)CCc3ccccc3)C2)no1 (configuration not stated)	-1%
COCCN1C(=O)c2cccn2CC1CNC(=O)CCCc1ccccc1 (configuration not stated)	16%
O=C(Nc1ccc(Cl)cc1)c1nc2c(o1)CCN(Cc1cccc(F)c1F)CC2	?
O=C(CCc1cccnc1)N1CC(CNc2ccccc2)C2(C1)CN(c1ccccc1)C2 (configuration not stated)	43%[activator][176 µM]
O=C1NCCCN1C1CCN(Cc2ccc(C(F)(F)F)cc2)CC1	32%[activator][176 µM]
NCc1ccccc1-c1ccccn1	?
CC(C)(N)C(=O)N1CCCC(N2CCN(c3ccccc3F)CC2)C1 (configuration not stated)	-11%
COCC(=O)N(C1CCOCC1)C1CCN(S(=O)(=O)c2ccccc2)CC1	17%
COCc1cc(=O)n(CC(=O)Nc2cc(C)ccc2C)c(N2CCOCC2)n1	21%
Cc1cn2nnc(C(=O)NCc3ccco3)c2c(=O)[nH]1	-10%
CC(C)N[C@H]1CC(C)(C)[C@@H]2C[C@@](C)(O)CC[C@]12CCC(=O)NCCc1c[nH]c2ccccc12	18%
O=c1n(-c2ccncc2)nc2n1CCN(Cc1ccc(F)cc1)C2	24%[176 µM]
CN1[C@@H](CCC(=O)NCc2ccccc2)CNC(=O)[C@@H]2[C@H]1CCN2Cc1ncc[nH]1	175%[activator][176 µM]
CN1CC(=O)N(c2cccc(F)c2)Cc2c1ncnc2N1CCC(F)CC1	4%[6.33 µM]
C[C@H]1[C@@H]2[C@H]3OC(=O)[C@@H](C)[C@@H]3CC[C@@]2(C)CC[C@@H]1NC(=O)C1CCCCC1	4%[176 µM]
CC(C)CCN1CCC(N2CCN(C(=O)C3CCC3)CC2)C1=O (configuration not stated)	8%
O=C(NCCc1cccs1)c1noc(-c2ccc(F)cc2)n1	16%
COc1cc(=O)n2c(c1C(=O)Nc1ccc(Cl)c(F)c1)CCCC2	-6%
O=C(NC1C[C@H]2CC[C@@H](C1)N2C(=O)C1CCOCC1)c1ccncc1 (some centres not stated)	25%
CS(=O)(=O)N1CCc2nc(-c3ccc(Cl)cc3)[nH]c2C1	-22%
O=C(CCC1CCCN(Cc2ccc3nonc3c2)C1)N1CCOCC1 (configuration not stated)	-1%
Cc1cc(CNC(=O)Cn2nc(-c3ccccc3)n(-c3ccccc3)c2=O)on1	44%[activator]

The list continues.
Compound	12-LOX inh
O=C(COc1ccc(NC(=O)C2CC2)cn1)NCCc1cccs1	40%[activator]
CC(C)CCN1CCC(N2CCN(S(C)(=O)=O)CC2)C1=O (configuration not stated)	5%
Cn1ccnc1CN1C(=O)CO[C@H](c2ccc(N)cc2)[C@H]1CO	?
C[S+](=O)([O-])CCn1ncc2cc(OCc3cccc(-c4ccccc4O)c3)ccc21	-1%[176 µM]
Cc1ccc(C2=NC3(CCN(C(=O)c4ccn[nH]4)CC3)ON2)cc1	29%
CN1CCC(N2CCN(C(=O)c3cc(-c4ccc(F)cc4)cn3C)CC2)CC1	-6%
CN(Cc1ccccc1)Cc1cc(CC2(NCc3ccccc3F)COC2)no1	-2%[176 µM]
O=C(N[C@H]1CCN2C(=O)c3cc(-c4ccsc4)ccc3NC(=O)[C@H]12)c1cnccn1	7%[176 µM]
Cc1[nH]c(=O)[nH]c(=O)c1CC(=O)N1C[C@@H](C(=O)O)[C@H](c2ccccc2)C1	?
O=C(CCc1cccnc1)N1CCCC(CCc2cccc(F)c2)C1 (configuration not stated)	34%[activator]
COc1ccc(C(=O)N2CCC3(C2)NC(=O)c2ccccc2CO3)cc1 (configuration not stated)	75%[activator]
O=C(c1ccc(Cl)nc1)N1CCCC(c2nn(-c3ccc(Cl)cc3)c(=O)[nH]2)C1 (configuration not stated)	3%
CN(Cc1ccccc1)C(=O)OCc1cn(Cc2ccccc2F)nn1	0%
CC1(C)[C@H](Cc2cc(COc3ccccc3)on2)C[C@@H]1NC(=O)COc1ccccc1	?
CC(=O)Nc1ccc(NC(=O)C2=COC3=NC(=O)N(Cc4ccccc4C)CCN23)cc1	?
CCC(=O)N1CCc2c(C(=O)O)cccc21	?
COCC(=O)NC1CCC12CCN(C(=O)NC1CCCCC1)CC2 (configuration not stated)	54%[activator]
CNC(=O)[C@@H]1CN(C(=O)CCCc2c[nH]c3ccccc23)C[C@H]1c1n[nH]c(C)n1	30%
O=C(O)C1CCc2nnc(C3CCN([S+](=O)([O-])c4cc(C(F)(F)F)cc(C(F)(F)F)c4)CC3)n21 (configuration not stated)	2%[6.33 µM]
COc1ccc(-c2nnc([C@H]3CCN(CC4CCCCC4)C3)o2)cc1	21%[176 µM]
CNC(=O)N1CCC(C2CCN(C3CCN(C(C)=O)CC3)C2)CC1 (configuration not stated)	164%[activator]
O=C(Nc1ccc2c(c1)CCC2)N1CCc2c(nc3cc(-c4ccccc4)[nH]n3c2=O)C1	3%
CCN(CC)C(=O)C(NC(=O)c1ccccc1)C1CCN(S(=O)(=O)c2ccc(C)cc2)CC1 (configuration not stated)	21%
CS(=O)(=O)NC1CCN(c2cc(C3CC(N)C3)nc(N)n2)CC1 (configuration not stated)	13%
COc1cccc(C(=O)NC(C(=O)N2CCCCC2)C2CCN(C(=O)c3cccs3)CC2)c1 (configuration not stated)	87%[activator]
CCCNC(=O)CCc1ccnc(N2CCOCC2)c1	2%
COCC(=O)Nc1ccc([C@@H](O)[C@H]2COCC(=O)N2C)cc1	70%[activator][176 µM]
CCn1ccnc1CN(C)C(=O)c1cc(COc2ccccc2)[nH]n1	82%[activator]
CNC(=O)C1(N2CCC[C@H]2C(=O)N2CC[C@@H](O)C2)CCCCC1	10%[176 µM]
O=C(N[C@H](C(=O)N1CCC[C@H]1C(=O)NCc1ccccc1)C1CCCCC1)c1ccc(Cl)c(Cl)c1	-15%

Gathered by group, the compounds so far containing a tert-butyl group (2)
Compound	12-LOX inh
Cc1ccc(-c2nnc(C3CN(C(=O)CC(C)(C)C)CC34CCOCC4)o2)cc1 (configuration not stated)	-1%
COc1cccc(C(=O)N2C(C(=O)NC(C)C)COC23CCN(C(=O)CC(C)(C)C)CC3)c1 (configuration not stated)	61%[activator]

In a second layout: entries from further up
| 12-LOX inh | molecule |
| --- | --- |
| 21% | CCN(CC)C(=O)C(NC(=O)c1ccccc1)C1CCN(S(=O)(=O)c2ccc(C)cc2)CC1 (configuration not stated) |
| -15% | O=C(N[C@H](C(=O)N1CCC[C@H]1C(=O)NCc1ccccc1)C1CCCCC1)c1ccc(Cl)c(Cl)c1 |
| 30% | CNC(=O)[C@@H]1CN(C(=O)CCCc2c[nH]c3ccccc23)C[C@H]1c1n[nH]c(C)n1 |
| 2%[6.33 µM] | O=C(O)C1CCc2nnc(C3CCN([S+](=O)([O-])c4cc(C(F)(F)F)cc(C(F)(F)F)c4)CC3)n21 (configuration not stated) |

(list continues)
Compound	12-LOX inh
CCN1CCN(C2(C(=O)N3CCC(COC)C3)Cc3ccccc3C2)CC1 (configuration not stated)	9%
Cc1cn2nc(C(=O)N3CCCC3)cc2c(N(C)Cc2ccccc2)n1	59%[activator]
CC(=O)N1CCn2c(nn(-c3ccc(C)cc3)c2=O)C1	6%[176 µM]
CC1=C[C@@H](CN2CCN(CCO)CC2)[C@H](C(C)C)C[C@H]1Cc1nnc(-c2ccc([N+](=O)[O-])cc2)o1	-1%
CC(C)(C)c1nc(C(=O)NCc2ccc(F)cc2)n2ccncc12	0%[6.33 µM]
CCCc1noc(-c2cccn3c(CNC(=O)c4cccc5[nH]ccc45)nnc23)n1	82%[activator]
C[C@@]1(O)CCN(C(=O)c2ccc(N3CCCC3=O)cc2)C[C@@H]1O	24%
O=[S+]([O-])(NC1CCCN(c2nc3ncccc3o2)C1)c1cccc(C(F)(F)F)c1 (configuration not stated)	53%[activator]
CC(C)c1ccc(CN2CCc3nc(N(C)C)[nH]c(=O)c3CC2)cc1	4%
COCCCNC(=O)CCCN1C(=O)COc2ccc(C(=O)COc3ccccc3C)cc21	77%[activator]
CN1CCCN(CC(=O)N2CCCC(c3ccc(C(=O)O)cc3)C2)CC1 (configuration not stated)	40%[activator]
Cc1ccc(NC(=O)C[C@H]2NC(=O)c3ccccc3NC2=O)c(Cl)c1	8%
Cc1nn(C)c(C)c1CCC(=O)N1CC2CC(C1)[C@H]1CCCC(=O)N1C2 (some centres not stated)	17%
CCOC(=O)c1ccc(CNC(=O)c2cn(CCCc3ccccc3)nn2)o1	88%[activator]
COCCNC(=O)[C@@H]1C[C@@H](O)CN1C1CCN(C(=O)c2ccc(C(C)C)cc2)CC1	14%
O=C(NC1CCN(c2cc(-c3ccc(F)cc3)[nH]n2)C1)c1ccccc1Cl (configuration not stated)	46%[activator]
Cc1ccc(C)c(NC(=O)Cn2c(C)cc3nc4n(c(=O)c32)CCCCC4)c1	-13%

Some of these compounds in order of the 12-LOX inh value, low to high:
Compound	12-LOX inh
Cc1ccc(C)c(NC(=O)Cn2c(C)cc3nc4n(c(=O)c32)CCCCC4)c1	-13%
CCN1CCN(C2(C(=O)N3CCC(COC)C3)Cc3ccccc3C2)CC1 (configuration not stated)	9%
COCCNC(=O)[C@@H]1C[C@@H](O)CN1C1CCN(C(=O)c2ccc(C(C)C)cc2)CC1	14%
Cc1nn(C)c(C)c1CCC(=O)N1CC2CC(C1)[C@H]1CCCC(=O)N1C2 (some centres not stated)	17%
C[C@@]1(O)CCN(C(=O)c2ccc(N3CCCC3=O)cc2)C[C@@H]1O	24%

Not all compounds are listed, so the mix of outcomes need not match the whole.
